NOTCH agonist = NOTCH pathway agonism. NOTCH signaling luciferase reporter cells, luminescence. activation, % at 2.5 µM. actives 0.4% (n = 15,000). AID 434982; in the data active = activation above about 2.2%
TLR4-MyD88 inh = inhibitors of human TLR4-MyD88 binding; actives 0.06% (n = 16,000); AID 811; Cell-based TLR4-MyD88 binding inhibition assay; inhibition, % at 10 µM; O00206; in the data active = inhibition above about 45%
Nox1 inh = human Nox1 inhibition. Q9Y5S8. inhibition, % at 6.7 µM. AID 1792. HT29 cells, luminol chemiluminescence ROS. actives 0.81% (n = 16,000)
S1P1 agonist = S1P1 (human) receptor agonism | P21453 | S1P1 agonist cell-based reporter assay | activation, % at 4.5 µM | actives 1.5% (n = 16,000); in the data active = activation above about 80%
PME-1 Maybr inh = Maybridge compound blocking human PME-1. Q9Y570. recombinant PME-1, FP-Rh probe fluorescence polarization. inhibition, % at 9 µM. actives 0.5% (n = 16,000). AID 2291; in the data active = inhibition above about 30%
Target sequence (Q9Y570 whole entry, looked up): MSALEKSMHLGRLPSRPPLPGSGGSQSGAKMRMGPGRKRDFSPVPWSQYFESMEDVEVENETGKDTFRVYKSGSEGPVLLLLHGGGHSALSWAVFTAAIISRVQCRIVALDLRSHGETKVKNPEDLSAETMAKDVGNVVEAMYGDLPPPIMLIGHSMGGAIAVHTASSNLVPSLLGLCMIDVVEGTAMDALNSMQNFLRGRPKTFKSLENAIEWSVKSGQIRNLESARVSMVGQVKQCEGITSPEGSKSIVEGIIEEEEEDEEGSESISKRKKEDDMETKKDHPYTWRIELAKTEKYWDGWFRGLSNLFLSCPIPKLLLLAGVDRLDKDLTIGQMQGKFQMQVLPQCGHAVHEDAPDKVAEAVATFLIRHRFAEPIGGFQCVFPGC
luminol inh ctr = counter-screen for Nox1 inhibitors: inhibitors of luminol chemiluminescence. HRP/luminol/H2O2 chemiluminescence counterscreen. inhibition, % at 6.7 µM. actives 0.4% (n = 16,000). AID 1823; also: reference of the scale not given here
OPRK1 antag MB = antagonists of human kappa opioid receptor OPRK1, Maybridge library. OPRK1 cells, antagonist mode, fluorescence readout. inhibition, % at 9 µM. actives 0.4% (n = 16,000); in the data active = inhibition above about 50%
Target sequence (P41145 whole entry, looked up): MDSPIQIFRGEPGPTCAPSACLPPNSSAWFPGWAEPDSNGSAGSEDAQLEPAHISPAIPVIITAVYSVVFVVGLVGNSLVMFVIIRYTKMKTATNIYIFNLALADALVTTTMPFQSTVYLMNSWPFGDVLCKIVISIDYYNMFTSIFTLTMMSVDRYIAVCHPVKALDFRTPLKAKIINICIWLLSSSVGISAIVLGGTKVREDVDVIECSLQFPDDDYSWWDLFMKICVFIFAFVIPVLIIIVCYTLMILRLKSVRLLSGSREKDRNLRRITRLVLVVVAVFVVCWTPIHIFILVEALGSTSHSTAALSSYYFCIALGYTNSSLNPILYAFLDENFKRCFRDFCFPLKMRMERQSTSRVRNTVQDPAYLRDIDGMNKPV
rat GALR2 ag = GALR2 (rat) receptor agonism. activation, % at 10 µM. O08726. actives 0.5% (n = 16,000). cell-based GALR2 agonist screen; in the data active = activation above about 15%
The depositor's hits bear a star; x = not tested or not shown. Rule as the data show it, unless noted: active = inhibition above about 75%; inactive = the rest.

Under each structure – NOTCH agonist	TLR4-MyD88 inh	Nox1 inh	S1P1 agonist	PME-1 Maybr inh	luminol inh ctr	OPRK1 antag MB	rat GALR2 ag
(1) O=C(O)/C=C/C(=O)Nc1ccc(C(F)(F)F)cc1NC(=O)/C=C/C(=O)O
→ -0.9	10	-50	3	-5	3	-3	-1
(2) CC1c2ccsc2CCN1S(=O)(=O)c1cc(C(F)(F)F)cc(C(F)(F)F)c1 (stereo not given)
→ -0.7	2	6	22	1	-9	-18	-6
(3) Cc1cc(OS(=O)(=O)c2cccc(S(=O)(=O)Oc3ccc(Cl)c(C)c3)c2)ccc1Cl
→ -0.5	-5	-32	4	-8	2	-7	-4
(4) COc1ccc(S(=O)(=O)Nc2cccnc2Oc2ccc(C)c3c2CCC3)cc1OC
→ -0.8	-5	-17	10	3	2	-22	-8
(5) O=C(NCc1ccc(C(F)(F)F)cc1)c1cc(Cl)cc(Cl)c1
→ -0.1	3	39	7	2	-7	-33	-2
(6) O=C(NCn1nnc2ccccc21)c1ccccc1
→ -0.5	9	-60	12	-2	2	11	-4
(7) OC1(C#Cc2ccccc2)CCN(Cc2ccccc2)CC1
→ -0.1	-4	22	-11	4	-8	30	-3
(8) COC(=O)c1nccnc1N
→ -0.6	1	-53	2	0	-1	-7	-5
(9) CSC1=NC(C)(C)CCC(C)(C)N1
→ -0.2	-14	-8	-7	3	-6	-7	-8
(10) CCOC(=O)c1ccc(-n2nnc(/C=C/C=C/N3CCOCC3)n2)cc1
→ -0.2	-2	-24	-3	-15	2	32	-5
(11) CC(=O)Nc1sc(C(C)=O)cc1C(=O)O
→ -0.2	4	12	2	2	-8	-1	-2
(12) Cc1onc(-c2ccccc2)c1-c1csc(CS(=O)(=O)C(C)(C)C)n1
→ 0.1	-8	-25	2	-4	3	-42	-7
(13) CN(C)c1cc(-c2cccc([N+](=O)[O-])c2)oc(=O)c1Cl
→ -0.2	7	-16	-9	1	-1	18	-4
(14) O=C(NNC(=S)Nc1ccccc1Cl)c1ccc(OC(F)(F)F)cc1
→ 0.2	6	31	91*	-7	3	20	1
(15) N#Cc1cnc(N(Cc2ccccc2)Cc2ccccc2)nc1N
→ 0.2	-2	-26	10	6	-2	26	-8
(16) CS(=O)(=O)Oc1ccc2nonc2c1
→ 0.1	-6	-31	5	-4	3	4	-9
(17) CC(=O)Nc1ccc(C)c(NC(=S)Nc2ccc(Cl)c(Cl)c2)c1
→ -0.2	-5	-76	11	3	6	0	-7
(18) O=C(CC12CC3CC(CC(C3)C1)C2)NCc1ccc2c(c1)OCO2
→ 0.0	4	-13	2	-2	1	10	-8
(19) Cc1cc(C(=O)N2CCN(Cc3ccc4c(c3)OCO4)CC2)nn1C
→ -0.1	-1	-2	-2	3	-3	6	-7
(20) CN(NC(=O)Nc1ccc(Cl)cc1)c1cnn(C)c(=O)c1Cl
→ 0.1	0	-50	-3	-1	3	-15	-7
(21) Cc1cccc(Cl)c1Oc1c([N+](=O)[O-])c(C)nn1C
→ 0.0	2	-13	2	1	0	7	-3
(22) O=C1C=C(SCc2c(F)cccc2Cl)CC(c2ccccc2)C1 (stereo not given)
→ -0.3	24	2	17	6	-1	13	-7
(23) O=C(NCc1c(Cl)cccc1Oc1ccccc1)c1ccc2c(c1)OCC2
→ -0.7	-7	-20	-14	0	0	-1	-2
(24) N/C(=N\OC(=O)/C=C/C(=O)O)c1cc(C(F)(F)F)cc(C(F)(F)F)c1
→ -0.1	-2	11	-4	3	-2	17	-1
(25) Cc1ccc(Cn2nc(C(=O)O/N=C(\N)c3ccccc3)cc2C)cc1
→ -0.2	-13	32	100*	-14	0	4	-9
(26) CN(C(=O)c1cc(C(C)(C)C)nn1C)c1nnc(C(F)(F)F)s1
→ -0.7	-6	-53	-5	-1	0	-4	-9
(27) CC1(C)OC(=O)C(=CNc2ccccn2)C(=O)O1
→ 0.2	-1	-11	4	3	-1	-17	-8
(28) Clc1ccc(N=Cc2ccccc2)cc1
→ -5.9	7	0	6	-1	-3	5	-4
(29) Cc1ccc(NC(=S)/N=C/N(C)C)c(C)c1
→ -0.8	-7	-22	4	1	8	13	-6
(30) N#CC(C#N)=C(N)Nc1ccccc1
→ 0.6	-7	15	5	6	-5	-2	-6

An excerpt of these results, with bars between the fields.
item | Molecule | NOTCH agonist | TLR4-MyD88 inh | Nox1 inh | S1P1 agonist | PME-1 Maybr inh | luminol inh ctr | OPRK1 antag MB | rat GALR2 ag
21 | Cc1cccc(Cl)c1Oc1c([N+](=O)[O-])c(C)nn1C | 0.0 | 2 | -13 | 2 | 1 | 0 | 7 | -3
22 | O=C1C=C(SCc2c(F)cccc2Cl)CC(c2ccccc2)C1 (stereo not given) | -0.3 | 24 | 2 | 17 | 6 | -1 | 13 | -7
23 | O=C(NCc1c(Cl)cccc1Oc1ccccc1)c1ccc2c(c1)OCC2 | -0.7 | -7 | -20 | -14 | 0 | 0 | -1 | -2
24 | N/C(=N\OC(=O)/C=C/C(=O)O)c1cc(C(F)(F)F)cc(C(F)(F)F)c1 | -0.1 | -2 | 11 | -4 | 3 | -2 | 17 | -1
25 | Cc1ccc(Cn2nc(C(=O)O/N=C(\N)c3ccccc3)cc2C)cc1 | -0.2 | -13 | 32 | 100* | -14 | 0 | 4 | -9
26 | CN(C(=O)c1cc(C(C)(C)C)nn1C)c1nnc(C(F)(F)F)s1 | -0.7 | -6 | -53 | -5 | -1 | 0 | -4 | -9

Following part.
Under each structure – NOTCH agonist	TLR4-MyD88 inh	Nox1 inh	S1P1 agonist	PME-1 Maybr inh	luminol inh ctr	OPRK1 antag MB	rat GALR2 ag
(31) COc1cccc(NC(=S)NCCO)c1
→ 0.2	-6	-69	-1	0	4	12	-1
(32) CCOC(=O)c1cc(COc2c(Cl)cccc2Cl)on1
→ 0.2	4	20	4	1	-2	25	0
(33) CC1CN(/C=C(\C#N)S(=O)(=O)Cc2ccc(Cl)cc2)CC(C)O1 (stereo not given)
→ -0.2	6	-73	8	5	-2	-18	-2
(34) CCOC(=O)N1CCC(NC(=O)C2CCCCC2)CC1
→ -0.1	9	-32	5	-2	1	4	-7
(35) CCOC(=O)C(N)c1ccccc1 (stereo not given)
→ -0.6	x	-11	7	2	-2	8	-5
(36) OCC(CO)(CO)NC(=S)Nc1cc(Cl)cc(Cl)c1
→ x	5	-15	-12	-2	16	-5	-6
(37) Cc1cc(CNC(=O)c2cc(C)n(C)n2)c(C(F)(F)F)o1
→ -1.5	-12	42	-3	2	-6	-4	-7
(38) C=C(C)Cc1c(C)[nH]n(S(=O)(=O)c2ccccc2)c1=O
→ -0.6	-12	10	2	6	-9	0	-7
(39) COc1cccc(C=Nc2ccccc2SCCC#N)c1O
→ -0.2	2	14	18	8	70	19	-6
(40) COC(=O)c1cc(/C=N/Nc2ccc([N+](=O)[O-])cn2)cn1C
→ 0.0	-40	-9	19	-6	6	31	-8
(41) Cc1cc2nnc(/C(N)=N/O)c(C)n2n1
→ -0.5	3	-84	-2	2	0	6	-7
(42) COc1ccc(C2C(C(=O)O)c3ccccc3C(=O)N2Cc2ccc(F)cc2)cc1 (stereo not given)
→ 0.4	x	-12	3	4	-1	-6	-3
(43) CC(C)C12CC3CC(CC(Br)(C3)C1)C2
→ -0.2	-1	-46	5	-2	-1	10	-7
(44) c1ccc(Nc2nc(CN3CCCCC3)cs2)cc1
→ -0.1	-12	5	-7	5	19	23	-3
(45) CC(=O)NC(=O)/C(C#N)=C/NCc1cccs1
→ -0.6	-5	-15	-2	2	-7	15	-6
(46) O=C(NCc1cccc(Cl)c1)N/N=C/c1cccs1
→ -0.2	1	-87	16	-5	4	-1	-3
(47) Cc1c(S(=O)(=O)C(C)C)c(N)n(Cc2cccnc2)c1C
→ -0.3	-6	-28	-3	1	5	10	-8
(48) CS/C(NCc1cccnc1)=C(/C#N)S(=O)(=O)c1ccc(Cl)cc1
→ 0.1	-3	19	19	-1	-7	-3	-6
(49) CC(C)(C)OC(=O)N1CCCN(C(=O)c2ccc([N+](=O)[O-])cc2)CC1
→ -0.4	27	-45	-7	0	0	-6	-3
(50) COC(=O)c1cc(OC(=O)c2nn(-c3ccccc3)nc2C)n(-c2ccccc2)n1
→ 0.1	-2	16	0	1	57	2	-6
(51) CCOC(=O)c1c(NC(=O)C(Cl)(Cl)Cl)nc(SC)n1-c1ccccc1OC
→ -0.2	2	-6	-8	3	-2	-23	-6
(52) COC(=O)c1c(-c2c(Cl)cccc2Cl)noc1C(=O)N/N=C/c1ccc([N+](=O)[O-])s1
→ -0.2	-1	41	10	16	5	7	-3
(53) CN(C(=O)CSc1ccc(C(F)(F)F)cn1)c1c2c(nn1C)CCCC2
→ -0.1	-35	12	0	1	-3	1	-9
(54) CN1CCN(C(=O)CCc2nc(-c3ccccn3)no2)CC1
→ 0.1	3	20	14	6	-4	8	-3
(55) CCOC(=O)c1ccc(N2CCOCC2)c(NC(=S)Nc2cccc(SC)c2)c1
→ -0.6	6	-49	-16	-3	0	0	-4
(56) Cc1cc(O)c(C(=O)/C=C/N(C)C)c(=O)o1
→ -0.8	1	-41	-11	0	1	8	-5
(57) NNC(=O)c1cccc2cc[nH]c12
→ -0.9	-13	12	-5	2	-2	-12	-6
(58) COc1ccc(C(C)=O)cc1CSc1ccc(Cl)cc1
→ 0.2	10	17	17	10	-9	6	-4
(59) Cc1ccc(Oc2c(C)[nH]c(=S)[nH]c2=O)cc1
→ -0.6	-7	-77	-1	3	-1	-1	-3
(60) Clc1snnc1CN1CCOCC1
→ 0.4	-13	-5	-10	-3	-5	-7	-7
(61) CN(CC(=O)O)c1ncc(-c2nnnn2-c2ccccc2)c(-c2ccccc2Cl)n1
→ -0.3	2	-30	-11	-1	1	15	-3
(62) O=C(O)C1C2CCC(Br)(CC2)C1C(=O)O (stereo not given)
→ -0.1	-4	-71	-2	0	-2	-8	-2
(63) FC(F)(F)c1cc(-c2ccncc2)n[nH]1
→ 0.3	9	-71	-6	-5	1	9	-7
(64) C#CCn1nnc(-c2cc(C(F)(F)F)cc(C(F)(F)F)c2)n1
→ -0.4	2	-40	-8	2	-2	-1	-10
(65) O=C(CS(=O)(=O)c1ccc(C(F)(F)F)cn1)NNS(=O)(=O)c1cccc(C(F)(F)F)c1
→ -0.3	-3	27	6	-5	6	-7	-7
(66) CC(=O)c1sc(C(C)(C)C)cc1N
→ x	-5	-25	-15	5	-6	-5	-5
(67) O=C(O)c1cc([N+](=O)[O-])ccc1Oc1cncc(Cl)c1
→ -0.5	7	-62	9	-1	3	0	-6
(68) CC1(C)CC(=O)c2c(S(C)(=O)=O)sc(C#N)c2C1
→ -0.1	-12	-4	41	-2	2	5	-8
(69) O=C1CSC(CS(=O)(=O)Cc2cccc(C(F)(F)F)c2)=N1
→ -0.1	14	-63	-46	0	4	11	-6
(70) CCOC(=O)c1c(Nc2ccccc2)sc([N+](=O)[O-])c1N
→ -0.1	-1	-34	7	2	7	-10	-7
(71) Cn1cnnc1SCc1ccc([N+](=O)[O-])cc1
→ 0.3	4	-20	-4	-1	-3	6	-6
(72) O=[N+]([O-])c1csc(C2Nc3ccccc3N2)c1
→ 0.2	20	-70	23	13	8	33	-8
(73) CCN(CC)c1ccc(N=Nc2ccc3c(c2)OCCO3)cc1
→ -0.3	-9	-23	78	5	2	-5	-6
(74) C/C(=N\NC(N)=S)c1ccncc1
→ -0.3	4	-20	-10	0	15	-5	-6
(75) CCOC(=O)C1=C(C(C)c2ccccc2)NC(=O)NC1C (stereo not given)
→ 0.4	x	21	-4	7	-4	7	-4
(76) CC1(C)CC(=O)CC(C)(C)N1
→ -0.9	9	-68	-7	2	-1	6	-8
(77) O=C(Nc1ccc(Cl)cc1)Nc1ccc(OCC(O)CN2CCCCC2)cc1 (stereo not given)
→ -0.8	7	-13	-7	1	-2	32	-8

Screening data (PubChem)

Random draw from the library; any-hit rate near 4.8%.
